# sEH activator: activators of human soluble epoxide hydrolase; 91,000 tested, 0.04% active; P34913; AID 717; activation, % at 2 µM; purified human sEH enzymatic activity, activator screen; in the data active means activation above about 37%; further: values of inactives mirror those of a sister screen read the other way
# PostGolgi ctrl: yeast control strain growth, post-Golgi counter-screen | efflux-deficient yeast background strain, growth absorbance A615, 16 h | inhibition, % at 10 µM | 98,000 tested, 5% active
# Mac1 fbg inh: blocks human CD11b/CD18 adhesion to fibrinogen; P05107+P11215; K562 CD11b/CD18 adhesion to fibrinogen, ATPlite luminescence; Mn2+ added to activate the integrin; inhibition, % at 10 µM; 93,000 tested, 0.54% active;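 active means primary inhibition of 50% or more at 10 µM, then 40% or more on retest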; further: some results filed as inactive read as strong as hits
# Target sequence (P05107 whole entry, looked up, other chains not shown): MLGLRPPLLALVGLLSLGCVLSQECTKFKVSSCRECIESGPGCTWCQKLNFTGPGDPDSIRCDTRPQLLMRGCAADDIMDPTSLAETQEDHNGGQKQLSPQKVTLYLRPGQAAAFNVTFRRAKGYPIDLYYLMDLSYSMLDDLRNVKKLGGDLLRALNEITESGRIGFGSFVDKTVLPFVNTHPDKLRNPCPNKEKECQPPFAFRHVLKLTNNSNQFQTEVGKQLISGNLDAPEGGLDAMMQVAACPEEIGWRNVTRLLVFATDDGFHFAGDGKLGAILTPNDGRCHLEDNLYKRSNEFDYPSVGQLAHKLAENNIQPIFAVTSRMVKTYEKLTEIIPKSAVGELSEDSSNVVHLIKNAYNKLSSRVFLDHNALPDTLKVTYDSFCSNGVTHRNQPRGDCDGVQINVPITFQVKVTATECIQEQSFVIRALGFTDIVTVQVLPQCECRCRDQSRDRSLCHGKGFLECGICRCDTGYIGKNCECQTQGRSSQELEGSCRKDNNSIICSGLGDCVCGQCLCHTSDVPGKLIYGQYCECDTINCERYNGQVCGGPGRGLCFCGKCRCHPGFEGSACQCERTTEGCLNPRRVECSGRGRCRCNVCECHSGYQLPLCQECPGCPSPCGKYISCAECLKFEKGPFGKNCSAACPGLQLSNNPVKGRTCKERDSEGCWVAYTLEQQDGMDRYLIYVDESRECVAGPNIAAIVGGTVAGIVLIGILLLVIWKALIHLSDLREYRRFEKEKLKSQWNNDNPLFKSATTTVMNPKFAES
# Ecoli WT expand: growth inhibitors of E. coli BW25113 wild type. 98,000 tested, 0.15% active. growth inhibition, % at 100 µM. OD600 absorbance;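 active means growth inhibition above about 50% at one test dose, limit read from the data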;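 further: growth measured after 20 h incubation at 37 °C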
# S1P2 ag: activates the human S1P2 receptor; O95136; activation, % at 4.5 µM; S1P2-expressing cell line, agonist reporter read-out; AID 729; 97,000 tested, 0.46% active; in the data active means activation above about 16%;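 further: 0% = vehicle low control and 100% = maximal reference agonist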
# PLAP activator: human PLAP activation; P05187; purified PLAP enzyme, luminescent substrate read-out; hits give high values; AID 696; activation fold at 20 µM; 96,000 tested, 1.2% active; in the data active means activation fold above about 2
# S1P2 blocker: antagonists of human S1P2 receptor. AID 736. cell-based S1P2 antagonist assay, inhibition at 5 uM. inhibition, % at 5 µM. 97,000 tested, 0.21% active. O95136; in the data active means inhibition above about 45%;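 further: CRE beta-lactamase reporter cells expressing human S1P2 stimulated with S1P; 0% = agonist at EC80 alone and 100% = agonist plus reference antagonist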
# PostGolgi yeast: growth inhibition of a yeast mutant, post-Golgi transport screen. post-Golgi transport phenotypic cell assay. inhibition, % at 10 µM. 98,000 tested, 0.9% active. AID 739;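 further: yeast cells grown in 1536-well plates; yeast grown about 18 h at 30C before absorbance read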
# sEH inhibitor: soluble epoxide hydrolase (human) inhibition; P34913; recombinant human sEH enzymatic activity assay; inhibition, % at 2 µM; 91,000 tested, 0.34% active; in the data active means inhibition above about 80%; further: values of inactives mirror those of a sister screen read the other way; many of its hits are not listed in these tables
# * = called active by the depositor; · = no result given. Unless noted, no stated cut-off is given here; in the data, active means inhibition above about 30%; inactive means the rest.
molecule	sEH activator	PostGolgi ctrl	Mac1 fbg inh	Ecoli WT expand	S1P2 ag	PLAP activator	S1P2 blocker	PostGolgi yeast	sEH inhibitor
O=C(Cn1nc(C(=O)O)c2ccccc2c1=O)NCCC1=CCCCC1	·	13.4	-0.2	0.0	·	0.9	·	6.5	·
CC1=C(C#N)C(c2cccnc2)C2=C(CC(C)(C)CC2=O)N1 (stereo not drawn)	·	-0.5	-16.9	2.0	·	0.9	·	0.3	·
CC(C)(C)C(=O)/C=C/Nc1ccccc1O	-5.8	2.6	3.0	8.0	-1.6	0.9	-7.9	1.8	4.5
COc1ccc(C(=O)NC2CCN(C(=S)Nc3cccc(C)c3C)CC2)cc1	-2.3	1.4	·	-18.0	-4.4	0.8	10.4	-10.1	1.1
C=CCSc1nnc(NC(=O)CSc2nc3ccccc3o2)s1	8.8	2.6	7.4	0.0	-4.0	1.4	-24.1	7.4	-3.5
Cc1ccc(S(=O)(=O)N/N=C\C=C\c2ccccc2)cc1	-4.1	4.0	-31.0	-4.0	-10.0	1.1	-5.5	-6.6	2.1
Cc1cccc(C(=O)Nc2cc(C)ccc2NC(=O)COc2ccccc2)c1	1.5	7.3	·	-10.0	-3.7	1	4.4	-13.1	-1.8
CCOC(=O)c1cnc2c(C#N)c(C)nn2c1-c1ccccc1	·	31.7*	-3.8	-2.0	-1.7	1	-9.4	3.1	·
COc1ccccc1OCC(=O)Nc1ccc(O)cc1C(=O)O	-0.6	-1.7	-2.2	-5.0	-5.0	1	-7.3	-8.3	2.0
Cc1nn(C)cc1C(N)=O	-0.5	-1.0	-7.0	-3.0	-3.8	0.9	11.9	4.7	1.6
O=c1[nH]c2ccc(S(=O)(=O)N3CCN(c4ccccc4F)CC3)cc2s1	·	30.8*	74.4	-5.0	·	1	·	-5.1	·
CCOc1ccc(-c2[nH]ncc2Oc2cccc(OC)c2)c(O)c1	-0.3	75.1*	12.5	15.0	-2.3	2.6*	-10.2	85.7*	3.6
Fc1ccccc1CSc1nncn1NCc1cccs1	10.2	·	·	·	-8.5	·	0.2	·	-9.6
Cc1ccc(CNC(=O)C(Cc2ccccc2)NS(=O)(=O)c2ccc3c(c2)CCC(=O)N3)cc1 (stereo not drawn)	·	2.1	-4.7	-10.0	-0.2	0.7	-4.3	1.3	·
O=C(Nc1ccc(OCC(F)(F)C(F)F)c(C(F)(F)F)c1)c1ccccc1O	5.3	85.2*	104.0	-2.0	-7.5	1.2	26.5	25.0	-2.5
CCOC(=O)C(Cc1ccccc1)C(=O)Nc1ccccc1C (stereo not drawn)	-10.4	-0.9	-11.1	4.0	-8.5	1	-8.6	0.2	13.1
CCOC(=O)Cc1c(C)nc2c(-c3ccc(OC)cc3)c(C)nn2c1C	4.2	8.9	34.1	-11.0	-6.8	1.5	6.1	-11.9	-1.9
Cc1cc(C)nc(Sc2ncnc3c2oc2ccccc23)n1	13.9	2.6	-16.1	-3.0	-3.1	1	11.2	0.9	-14.0
NC(=S)c1cc2ccc(O)cc2oc1=O	5.1	15.7	-2.1	24.0	37.6*	0.8	-52.2	-0.2	-1.8
O=S(=O)(c1cccc2nonc12)N1CCN(c2cccc(Cl)c2)CC1	9.0	-0.9	·	0.0	-4.3	0.8	10.8	-4.1	-8.9
COc1ccc(OC)c(/C=C(\NC(=O)c2ccccc2)C(=O)N/N=C/c2ccc(C)s2)c1	-0.9	4.3	-2.1	-7.0	-10.1	1.2	3.9	-1.8	1.6
CCC/C(O)=C1\C(=O)CC(c2ccccc2)CC1=NC (stereo not drawn)	2.2	-0.3	9.1	-4.0	0.9	1.7	8.7	3.3	-0.4
Cn1nc([N+](=O)[O-])nc1Oc1ccccc1N	5.7	18.2	-11.4	4.0	-1.6	0.9	-7.6	9.9	-8.5
CC1=NC(=O)C(N=Nc2cccc3ccccc23)N1c1ccccc1 (stereo not drawn)	0.4	·	·	·	0.3	·	1.5	·	2.8
CN(C)C(=O)c1ccc(Oc2ccc(C(=O)N(C)C)cc2)cc1	·	-0.9	-5.6	-1.0	-2.3	1.1	5.9	14.2	·
O=C(CCc1ccc(S(=O)(=O)N2CCOCC2)cc1)Nc1nc(COc2ccccc2)cs1	-9.4	4.9	87.4*	-18.0	-4.3	1.1	10.5	3.9	11.1
Nc1ccc(C23CC4CC(CC(O)(C4)C2)C3)cc1	-5.7	3.3	-6.8	-17.0	-8.6	1.2	2.2	2.9	7.7
CCCCn1nnnc1SCC(=O)Nc1ccc2c(c1)OCCO2	-20.0	21.5	-8.3	4.0	-9.3	0.8	11.8	1.7	19.0
O=C(Nc1ccc(N2CCOCC2)c(Cl)c1)c1cccnc1Cl	-5.3	·	·	·	1.2	·	-12.3	·	8.1
O=C(Cc1cccs1)N1CCCC(c2nc3c(nnn3Cc3cccc(Cl)c3)c(=O)[nH]2)C1 (stereo not drawn)	-2.6	3.2	-0.5	-4.0	-1.1	1.5	-8.6	1.2	1.4

# 2 entries picked at random from the list so far, as already listed:
molecule	sEH activator	PostGolgi ctrl	Mac1 fbg inh	Ecoli WT expand	S1P2 ag	PLAP activator	S1P2 blocker	PostGolgi yeast	sEH inhibitor
O=C(Cn1nc(C(=O)O)c2ccccc2c1=O)NCCC1=CCCCC1	·	13.4	-0.2	0.0	·	0.9	·	6.5	·
CN(C)C(=O)c1ccc(Oc2ccc(C(=O)N(C)C)cc2)cc1	·	-0.9	-5.6	-1.0	-2.3	1.1	5.9	14.2	·

# (continued)
molecule	sEH activator	PostGolgi ctrl	Mac1 fbg inh	Ecoli WT expand	S1P2 ag	PLAP activator	S1P2 blocker	PostGolgi yeast	sEH inhibitor
CN(Cc1nc(-c2ccncc2)no1)S(=O)(=O)c1ccccc1	7.5	3.5	23.3	4.0	-3.1	1.2	19.6	3.1	-13.5
Cc1ccc(C(=O)Nc2ccc(Cc3ccncc3)cc2)cc1[N+](=O)[O-]	-64.1	49.9*	4.0	4.0	-5.2	0.9	-9.8	87.2*	64.9
CCOCCN1CCN(c2c(CC)c(C)nc3cc(-c4cc(OC)cc(OC)c4)nn23)CC1	11.8	·	·	·	-2.9	·	-32.7	·	-8.2
CN1C(=O)CSc2ccc(NC(=O)N3CCOCC3)cc21	-8.6	0.3	-16.3	-1.0	-4.4	1.4	15.6	1.9	10.4
O=c1[nH]c(CN2CCc3ccccc3C2)nc2ccccc12	-0.3	-5.9	-5.4	2.0	-5.0	1.1	-1.8	-1.1	-2.2
O=c1c2c3c(sc2n(CCN2CCOCC2)c(=O)n1Cc1ccco1)CCCCC3	·	20.8	-5.3	2.0	·	1.5	·	-1.1	·
CS(=O)(=O)Nc1ccccc1C(=O)O	·	0.9	-12.4	2.0	·	0.9	·	-1.5	·
CCOC(=O)CSc1nc2c(c(=O)n(C)c(=O)n2C)n1CCCc1ccccc1	-2.2	0.3	-1.0	-4.0	-3.3	1.6	-1.5	-9.1	0.7
Cc1ccc(CS(=O)(=O)CCC(=O)NCCCN2CCCC2=O)cc1	17.7	2.9	-2.9	5.0	-3.4	1.1	4.8	-5.5	-18.1
COc1cc2cnncc2cc1OC	7.2	·	·	·	-2.6	·	-29.5	·	-7.1
C/C=C/C(=O)OCC(=O)Nc1c(Cl)cccc1Cl	5.7	4.3	-0.2	4.0	-1.8	0.9	-29.3	2.8	-4.8
CCN(CC)C(=O)CSc1nnc(CCNC(=O)OC(C)(C)C)o1	4.0	4.2	-3.2	3.0	-8.9	1	-7.3	12.3	-5.1
CCOc1ccccc1N1CCN(C(=O)c2cccc(-c3ccc(O)cc3)c2)CC1	-10.0	98.8*	12.8	-5.0	-2.5	1.6	-7.2	4.9	8.9
COc1ccccc1-c1nnc(SCC(=O)NC2CCCCC2)o1	-16.0	14.3	-6.4	6.0	-6.2	0.9	4.9	-2.2	15.2
CCCc1nnc(SCCSc2nnc(CCC)n2N)n1N	6.1	26.4	-11.8	1.0	-6.9	1	1.8	-1.9	-0.7
Cc1nc2cc(NC(=O)N3c4ccccc4CC3C)ccc2n1C (stereo not drawn)	-1.2	10.8	10.7	-5.0	-1.8	1.9	-7.3	-2.5	4.9
C=CCOc1ccc(Cl)cc1CNCCCN1CCOCC1	-4.5	5.6	·	0.0	-0.8	1	-9.7	-3.2	7.2
CC(C)(C)c1cc(C(=S)N2CCN(CCO)CC2)cc(C(C)(C)C)c1O	16.5	10.4	-21.3	4.0	-0.5	1.6	-14.7	-3.1	-13.2
CCC(C)Sc1nc(O)cc(=O)[nH]1 (stereo not drawn)	13.4	-16.9	-2.5	-3.0	-5.3	0.9	6.0	14.9	-11.6
Cc1cc(C)cc(NS(=O)(=O)c2ccc3c(c2)c(=O)n(C)c(=O)n3C)c1	13.7	14.2	-10.6	0.0	-9.3	1	21.6	-1.0	-14.2
CS(=O)(=O)N1CCN(c2ccccc2NC(=O)c2cccnc2)CC1	13.1	20.8	-10.2	-3.0	0.0	0.8	12.6	3.4	-16.0
COCCCN(Cc1ccccn1)S(=O)(=O)Cc1ccccc1	16.8	13.0	·	-11.0	-8.9	·	-5.9	0.5	-19.2
Cc1ccc(-n2c(O)c(C=NC3CCS(=O)(=O)C3)c3ccccc3c2=O)cc1 (stereo not drawn)	2.4	20.3	·	10.0	-2.8	1	1.3	26.0	-2.7
Cn1c(SCC(=O)OC2CCCCC2)nnc1-c1ccco1	-6.7	·	·	·	-7.1	·	-12.7	·	6.7
CN(CC(=O)N1CCc2ccccc21)S(=O)(=O)c1cccc2cccnc12	-3.6	12.6	-8.9	-3.0	-5.3	0.9	19.0	-4.9	1.0
Cc1c(C(=O)N2CCN(c3ccccn3)CC2)oc2ccccc12	-1.9	4.3	6.3	8.0	-1.7	1.5	6.5	-4.7	3.4
O=C(CCc1ccccc1)Nc1ccc(NC(=O)c2ccco2)cc1	6.0	12.2	1.8	-14.0	-1.1	1.1	7.4	5.9	-5.6
CC1(C)CC(=O)C=C(Nc2ccc(C(=O)O)cc2)C1	4.1	·	·	·	-2.8	·	-8.7	·	-6.7
Cc1csc(NC(=O)c2nc(-c3ccccc3)n(-c3ccccc3)n2)n1	·	8.4	-10.8	-6.0	·	2.8*	·	38.0*	·
CCOc1c2ccc(C(=O)NCc3cc(C(F)(F)F)cc(C(F)(F)F)c3)cc2nn1CCOC	-25.6	28.3	·	-3.0	0.6	1	8.8	0.3	26.5

# Next part; the last 3 above are carried over.
molecule	sEH activator	PostGolgi ctrl	Mac1 fbg inh	Ecoli WT expand	S1P2 ag	PLAP activator	S1P2 blocker	PostGolgi yeast	sEH inhibitor
CC1(C)CC(=O)C=C(Nc2ccc(C(=O)O)cc2)C1	4.1	·	·	·	-2.8	·	-8.7	·	-6.7
Cc1csc(NC(=O)c2nc(-c3ccccc3)n(-c3ccccc3)n2)n1	·	8.4	-10.8	-6.0	·	2.8*	·	38.0*	·
CCOc1c2ccc(C(=O)NCc3cc(C(F)(F)F)cc(C(F)(F)F)c3)cc2nn1CCOC	-25.6	28.3	·	-3.0	0.6	1	8.8	0.3	26.5
CC(C)OCCCNc1nc2c([nH]1)c(=O)n(C)c(=O)n2C	·	-2.4	-11.0	2.0	·	0.9	·	-2.0	·
Cc1nc2[nH]onc2c2nccc(=O)c12	-2.4	23.3	-0.8	-12.0	-0.3	1	8.5	-6.6	2.5
Clc1ccc(/C=N/Nc2nnc(-c3ncc[nH]3)c3ccccc23)cc1	·	29.4	·	-13.0	-1.3	1.1	10.7	-9.1	·
O=C(NC1CCS(=O)(=O)C1)c1cccc(S(=O)(=O)N2CCOCC2)c1 (stereo not drawn)	13.0	7.1	-4.6	4.0	1.2	1	-17.1	-6.5	-13.8
O=C(COc1cc(O)c2c(=O)cc(-c3ccccc3)oc2c1)c1ccc(F)cc1	-1.1	16.2	-5.5	-8.0	0.0	0.9	-14.5	3.5	-0.9
COc1ccc(NC(=O)N(C2CCCCC2)C(C)c2cccnc2)c(OC)c1 (stereo not drawn)	-11.1	27.6	·	-3.0	-1.5	1.3	11.4	80.5*	8.7
c1ccc(Cn2ncc3c(NCc4ccco4)ncnc32)cc1	·	-10.9	5.0	-3.0	·	1	·	-4.7	·
c1ccc2nc(N3CCOCC3)c(N3CCOCC3)nc2c1	-9.3	-4.4	-13.1	-6.0	-3.5	0.8	13.4	20.4	8.9

# Assay outcomes: PubChem, several laboratories
